# From PubChem BioAssay
# EP2 modulator: EP2 receptor (human) modulation | P43116 | EP2-expressing cells, cAMP HTRF FRET, PGE2 co-stimulation | induction, % at 25 µM | 0.83% of 260,000 active | AID 940;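 active means compounds whose cAMP rise, as percent of the full-agonist control response, exceeds 60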;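 further: rat C6 glioma line stably carrying human EP2 under a CMV promoter; the protocol text gives 20 µM as final concentration; 100% = response of wells given 1 µM PGE2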
# Target sequence (P43116 whole entry, looked up): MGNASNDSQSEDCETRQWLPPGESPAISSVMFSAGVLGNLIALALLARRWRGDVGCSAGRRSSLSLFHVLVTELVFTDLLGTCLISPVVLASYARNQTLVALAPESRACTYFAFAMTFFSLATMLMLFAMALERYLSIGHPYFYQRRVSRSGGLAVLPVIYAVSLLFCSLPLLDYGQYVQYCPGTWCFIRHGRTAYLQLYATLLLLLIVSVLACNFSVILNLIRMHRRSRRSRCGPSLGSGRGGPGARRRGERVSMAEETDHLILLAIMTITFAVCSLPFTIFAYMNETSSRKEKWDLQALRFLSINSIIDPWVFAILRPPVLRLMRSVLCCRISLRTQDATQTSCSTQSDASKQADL
# EP2 antag: inhibitors of human EP2 prostaglandin E2 receptor; 0.52% of 260,000 active; P43116; C6 glioma cells expressing human EP2, cAMP TR-FRET; cells stimulated with saturating PGE2; inhibition, % at 25 µM;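 active means percent inhibition above 40 after rounding to a whole number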;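 further: rat C6 glioma host cells with rolipram phosphodiesterase inhibitor present; the protocol text gives 20 µM as final concentration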
# An asterisk follows results filed as active; · = not tested or not shown; & = joins results of further samples. Not all compounds are listed. The share of hits here may be higher or lower than overall.
1	COc1ccc(C(=O)NCc2ccc(OCCN(C)C)cc2)cc1OC
2	Cc1cc(Nc2cc(N3CCN(C)CC3)nc(Sc3ccc(NC(=O)C4CC4)cc3)n2)n[nH]1
3	O=c1cc(-c2ccc(O)cc2)oc2cc(O[C@@H]3O[C@H](CO)[C@@H](O)[C@H](O)[C@H]3O)cc(O)c12
4	C[C@@H]1CC2C3C[C@H](F)C4=CC(=O)C=C[C@]4(C)[C@@]3(F)[C@@H](O)C[C@]2(C)[C@@]1(O)C(=O)COC(=O)C(C)(C)C (some centres undefined)
5	CC1(C)O[C@H]2CC(=O)OC[C@]23[C@H]2CC[C@@]4(C)[C@H](c5ccoc5)OC(=O)[C@H]5O[C@]54[C@]2(C)C(=O)C[C@@H]13
6	CC(COc1ccccc1)NC(C)[C@H](O)c1ccc(O)cc1 (some centres undefined)
assay / entry	1	2	3	4	5	6
EP2 modulator	·	·	-28	10	29	19
EP2 antag	22	24	12	7	16	13

# Entries above that have a carbonyl joined to an NH by a bond outside any ring (2):
1	COc1ccc(C(=O)NCc2ccc(OCCN(C)C)cc2)cc1OC
2	Cc1cc(Nc2cc(N3CCN(C)CC3)nc(Sc3ccc(NC(=O)C4CC4)cc3)n2)n[nH]1
assay / entry	1	2
EP2 modulator	·	·
EP2 antag	22	24

# Arranged by the number under EP2 modulator (highest first): 4 from the list above
no.	structure	EP2 modulator
5	CC1(C)O[C@H]2CC(=O)OC[C@]23[C@H]2CC[C@@]4(C)[C@H](c5ccoc5)OC(=O)[C@H]5O[C@]54[C@]2(C)C(=O)C[C@@H]13	29
6	CC(COc1ccccc1)NC(C)[C@H](O)c1ccc(O)cc1 (some centres undefined)	19
4	C[C@@H]1CC2C3C[C@H](F)C4=CC(=O)C=C[C@]4(C)[C@@]3(F)[C@@H](O)C[C@]2(C)[C@@]1(O)C(=O)COC(=O)C(C)(C)C (some centres undefined)	10
3	O=c1cc(-c2ccc(O)cc2)oc2cc(O[C@@H]3O[C@H](CO)[C@@H](O)[C@H](O)[C@H]3O)cc(O)c12	-28

# Following part:
7	CCOC(=O)c1ccc(N)cc1
8	CC12CCC(CC1)C(C)(C)O2
9	COc1cc(O)c2c(=O)cc(-c3ccc(OC)c(-c4c(O)cc(O)c5c(=O)cc(-c6ccc(O)cc6)oc45)c3)oc2c1
10	CC(C(=O)O)c1ccc(C(=O)c2cccs2)cc1 (centres undefined)
11	CCCn1cnc2c1c(=O)n(CCCCC(C)=O)c(=O)n2C
12	O=C1c2ccc(O)c(O)c2C(=O)c2c(O)ccc(O)c21
assay / entry	7	8	9	10	11	12
EP2 modulator	13	18	-7	29	5	19
EP2 antag	13	19&8	10	9	4&12	13

13	CC(=O)c1ccc(S(=O)(=O)NC(=O)NC2CCCCC2)cc1
14	CN1CCOC(c2ccccc2)c2ccccc2C1 (centres undefined)
15	CCCCCCCCCCCCCCC[C@H](O)[C@H](N)CO
16	CN(C(=O)CCCOc1ccc2[nH]c(=O)ccc2c1)C1CCCCC1
17	CC(N)C1CCC(C(=O)Nc2ccncc2)CC1 (centres undefined)
18	C[C@H]1[C@H](C)CC[C@]2(C(=O)O)CC[C@]3(C)C(=CCC4[C@@]5(C)C[C@@H](O)[C@H](O)[C@@](C)(CO)C5CC[C@]43C)[C@H]12 (some centres undefined)
assay / entry	13	14	15	16	17	18
EP2 modulator	2	2	-3	48	15	22
EP2 antag	8	9	9	13	10	12

# Three entries from above, arranged by molar mass, largest number first:
16	CN(C(=O)CCCOc1ccc2[nH]c(=O)ccc2c1)C1CCCCC1
14	CN1CCOC(c2ccccc2)c2ccccc2C1 (centres undefined)
17	CC(N)C1CCC(C(=O)Nc2ccncc2)CC1 (centres undefined)
assay / entry	16	14	17
EP2 modulator	48	2	15
EP2 antag	13	9	10

# Next part
19	CN1CCN(C(c2ccccc2)c2ccccc2)CC1
20	Cc1ccc(C)c(NC(=O)Cn2cc(C(=O)c3ccco3)c3ccccc32)c1
21	COc1ccc(C(=O)CC(=O)c2ccc(C(C)(C)C)cc2)cc1
22	Oc1cc(O)c2c(c1)O[C@H](c1ccc(O)c(O)c1)[C@@H](O)[C@@H]2c1c(O)cc(O)c2c1O[C@@H](c1ccc(O)c(O)c1)[C@H](O)C2
23	CC(=O)O[C@]1(C(C)=O)CCC2C3C=C(Cl)C4=CC(=O)[C@@H]5C[C@@H]5[C@]4(C)C3CC[C@@]21C (some centres undefined)
24	C=CC1=C(C(=O)O)N2C(=O)[C@@H](NC(=O)/C(=N\O)c3csc(N)n3)[C@H]2SC1 (stereo in doubt)
25	CC(=O)[C@H]1CCC2C3C[C@H](C)C4=CC(=O)CC[C@]4(C)C3[C@@H](O)C[C@@]21C (some centres undefined)
26	CN(C)S(=O)(=O)c1ccc(S(=O)(=O)N(Cc2ccccc2Cl)CC2CCCO2)cc1 (centres undefined)
27	C[C@H](CCC(=O)O)[C@H]1CCC2C3C(CC[C@@]21C)[C@@]1(C)CC[C@@H](O)C[C@H]1C[C@@H]3O (some centres undefined)
assay / entry	19	20	21	22	23	24	25	26	27
EP2 modulator	-16	-10	30	17	6	20	10	-18	23
EP2 antag	12	7	11	51*	12	15&10	10	5	8
